# TTR transcr act = TTR transcription activation, primary screen; SH-SY5Y TTR promoter Gaussia luciferase, luminescence; 100% = recombinant luciferase protein wells; activation, % at 16.7 µM; 92,000 tested, 1.3% active;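 active = activation above the mean of all tested compounds plus 3 SD, cut at about 9.5% in these data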;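 note: cells exposed to compounds for one day before reading; 0% = median of all test compound wells on the plate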
# * = called active by the depositor. This is a subset (hit frequency here may not be typical).
TTR transcr act	smiles
1.0	CCOc1ccc(CN2CCN(Cc3nc4c(s3)CCCC4)CC2CCO)cc1 (stereo not drawn)
-1.6	O=C(NCCCN1CCCC1=O)c1ccc2c(c1)NC(=O)C(N1CCOCC1)S2 (stereo not drawn)
1.2	O=S(=O)(c1c(Cl)sc(Cl)c1Br)N1CCCC1
-1.8	CC(C)(C)C(=O)N1NC(=Nc2ccccc2)SC1(C)C
-1.4	CC1(C(=O)Nc2cnc3ccccc3c2)CCN1Cc1ccccc1OC(F)F (stereo not drawn)
-1.6	CC(C)(C)C(=O)c1sc(Nc2ccccc2)nc1N
8.9	COc1c[nH]n(-c2ccccc2)c(=O)c1=O
0.7	CC1CC1C(=O)OCC(=O)Nc1cccc(S(=O)(=O)NC2=NCCCCC2)c1 (stereo not drawn)
-0.2	O=c1n(-c2ccccc2)c(=O)n2n1CC(O)C2
-2.2	CN(C)Cc1c(OC(=O)c2ccc(N)cc2)ccc2ccccc12
-1.4	Cc1cccc(CN2CCN(C(=O)c3ccccc3F)CC2)c1
1.2	CC[C@]1(C(=O)OC)[C@H]2C(=O)N(C)C(=O)[C@H]2[C@H]2CN=C(SC)N21
-6.3	c1ccc2c(c1)[nH]c1c(N3CCCC3)ncnc12
-2.1	COc1ccc(NC(=O)c2noc3c2CCCCC3)cc1
-0.3	CCN(CC)C(=O)c1c(C)[nH]c(=S)c(C#N)c1-c1ccco1
-1.7	O=C(NCc1cccnc1)c1ccc(-c2cccc(Cl)c2Cl)o1
1.1	O/N=C(\c1ccc(Cl)cc1)c1ncc(C(F)(F)F)cc1Cl
3.7	Cn1c(SCC(=O)NC(=O)NCc2ccco2)nnc1C(F)(F)F
2.0	CCCCN(C(=O)c1ccc2c(c1)OCCO2)c1c(N)n(CCCC)c(=O)[nH]c1=O
0.1	CCc1cc2cc(C)c(C)cc2nc1SCC(=O)NNC(=O)c1ccco1

# In a second layout: entries from further up.
mol	TTR transcr act
CC[C@]1(C(=O)OC)[C@H]2C(=O)N(C)C(=O)[C@H]2[C@H]2CN=C(SC)N21	1.2
c1ccc2c(c1)[nH]c1c(N3CCCC3)ncnc12	-6.3
COc1ccc(NC(=O)c2noc3c2CCCCC3)cc1	-2.1
CCN(CC)C(=O)c1c(C)[nH]c(=S)c(C#N)c1-c1ccco1	-0.3
O=C(NCc1cccnc1)c1ccc(-c2cccc(Cl)c2Cl)o1	-1.7
O/N=C(\c1ccc(Cl)cc1)c1ncc(C(F)(F)F)cc1Cl	1.1

# (continued)
TTR transcr act	smiles
4.8	Cc1nn(Cc2ccccc2Cl)c(C)c1NC(=O)Cn1nc([N+](=O)[O-])c(Cl)c1C
-1.5	O=C(Cc1ccccc1)NC1CCCc2c1cnn2-c1ccc(F)cc1F (stereo not drawn)
1.2	COC(CNC(=O)c1cc(-c2ccncc2)nc2ccc(S(=O)(=O)N3CCOCC3)cc12)OC
-3.3	COc1ccc(NC(=O)Nc2nc3ccccc3s2)cc1
1.2	CCn1c(=O)c2sccc2n2c(CCCC(=O)NC3CCN(Cc4ccccc4)CC3)nnc12
5.7	Nc1ccc(C=C2C=Cc3ccccc32)cc1
-2.3	CC1CCN(Cc2cc(=O)oc3ccc4ccccc4c23)CC1
-0.8	COc1ccc2nc(NC(=O)CSc3n[nH]c(N)n3)sc2c1
1.9	c1ccc(COc2cccc(CNCc3ccccn3)c2)cc1
0.0	COc1cc(CNCCc2ccccc2)cc(Cl)c1OCc1ccccc1
-5.5	COC(=O)c1ccc(NC(=O)C2CCCN2S(=O)(=O)c2ccc(OC)cc2)cc1 (stereo not drawn)
-0.6	Cc1ccccc1-c1ccccc1N
0.0	CCOC(=O)c1cc2c(=O)n3cccc(C)c3nc2n(CCOC)c1=NC(C)=O
3.2	C[C@@H](NC(=O)c1nc[nH]c1C(=O)N[C@@H](Cc1ccccc1)C(=O)OCc1ccccc1)c1ccccc1
0.0	O=C(Nc1ccccc1F)C1CCCN1S(=O)(=O)c1cccc2nsnc12 (stereo not drawn)
0.3	COc1ccc(NC(=O)CSCC(=O)N2c3ccccc3CCc3ccccc32)cc1
2.5	COC(=O)CNC(=O)COC(=O)c1cc(F)c(F)cc1Cl
-0.8	Cc1nc2ncnn2c(C)c1Cc1cccc(F)c1
-1.5	Cc1sc2nc3c(C(=O)N4CCCC4)cc(C(=O)c4ccccc4O)cn3c(=O)c2c1C
-1.6	CCOc1ccccc1NC(=O)NCc1ccc(F)cc1
0.7	CC(C)CC(NC(=O)CNC(=O)C1O[C@@H]2OC(C)(C)O[C@@H]2[C@H]2OC(C)(C)O[C@@H]12)C(=O)O (stereo partly drawn)
1.2	N#CCCN(C(=O)CN1CCN(S(=O)(=O)c2ccc3c(c2)OCCO3)CC1)c1ccc(F)cc1
-0.7	Cc1ccccc1CC(=O)N1CCN(S(=O)(=O)c2ccc(Cl)s2)CC1
14*	C[C@H]1CCC(=O)N([C@H](COc2ccccc2)Cc2ccccc2)CC1
0.1	CC1C(=O)NC(=O)C1c1ccccc1 (stereo not drawn)
4.9	C=CCNc1nnc(SCC(=O)N2CCCCC2)c2ccccc12
0.2	O=C(c1cccs1)N(CC1CCCO1)c1nc(-c2ccccc2)cs1 (stereo not drawn)
5.8	Cn1nnc2cc(C(=O)NC(C)(C)C)ccc21
3.5	COc1cccc(-c2nc(C(N)=O)c3[nH]c(=O)n(-c4ccccc4)c3n2)c1OC
-1.4	CC(C)(C)c1ccc(C(=O)CSc2ncn[nH]2)cc1
40*	Cc1cccc(C(=O)Nc2nccs2)c1[N+](=O)[O-]
-1.7	CC(NC(=O)C1CC1)c1ccc(-c2ccccc2)cc1 (stereo not drawn)
-0.3	CN(c1ccccc1)S(=O)(=O)c1ccc(C(=O)OCC(=O)NCc2ccco2)cc1
0.4	Cc1ccc2nc(C3CCN(CC(=O)N4CCCCCC4)CC3)[nH]c2c1
-0.5	CCOc1cc(N2CCOCC2)c(OCC)cc1NC(=O)C(NC(=O)c1ccco1)C(C)C (stereo not drawn)
7.8	Cc1cc(C)cc(-n2nnnc2SCC(=O)Nc2nc(-c3ccc(F)cc3)cs2)c1
0.6	COc1ccc(N(C(=O)c2ccc(Br)o2)C2C=CS(=O)(=O)C2)cc1 (stereo not drawn)
-0.1	CCOC(=O)/C(C#N)=C/c1c(N2CCN(Cc3ccc4c(c3)OCO4)CC2)nc2c(C)cccn2c1=O
0.6	CCCC1OC(c2cc3c(cc2Cl)OCO3)OCC1CC (stereo not drawn)
1.5	COc1ccc(Cl)cc1S(=O)(=O)N1CCCC(C(=O)NCc2ccccn2)C1 (stereo not drawn)
-1.8	Cc1ccc(C)c(NC(=O)c2cc(S(=O)(=O)N3CCCCC3)c[nH]2)c1
1.8	O=C(C[n+]1ccccc1)Nc1ccc(Oc2ccccc2)cc1
-2.7	Cc1cc(N2CCN(C)CC2)nc2ccc(NC(=O)CCC(=O)N3CCN(c4ccc([N+](=O)[O-])cc4)CC3)cc12
-3.1	COC(=O)[C@@]1(Sc2ccc(C)cc2)CC(=O)N(C(=O)c2ccccc2)[C@@H]1c1ccccc1
-2.1	Cc1noc(C)c1C(=O)Nc1nc2ccc(Cl)cc2s1
2.6	O=C(COC(=O)c1ccccc1Nc1ccccc1F)c1ccccc1
1.3	S=C(Nc1ccc(Cl)c(Cl)c1)Nc1nnc(-c2ccncc2)s1
-1.4	Clc1ccccc1CSC1=NCCCN1
-0.5	COc1ccc(-n2cnc3cc(NS(=O)(=O)c4ccccc4)ccc32)cc1
-2.1	Cc1ccc(S(=O)(=O)NC(=O)Nc2ccc(OC(F)F)cc2)cc1

# Further structures:
TTR transcr act	smiles
0.1	Cc1ccccc1CN(C)CCc1ccccn1
0.1	Cn1ncc(Br)c1NC(=O)Nc1ccc(OC(F)(F)F)cc1
-2.0	Nc1scc(-c2ccncc2)c1Cl
1.9	CCc1n[nH]c(=S)n1/N=C/c1ccc(NC(C)=O)cc1
1.7	CCCN(CCC)c1nc(Cl)nc(NCCN2CCOCC2)n1
0.3	N#Cc1c(N)n(C2CCCCC2)c2nc3ccccc3nc12
1.6	Cc1ccc(NC(=O)c2ncn(CCCNCC3CCCCC3)n2)cc1C
2.8	O=C(N/C(=C\c1ccccc1)C(=O)N1CCOCC1)c1ccc(Br)o1
-0.1	Cc1ccsc1C(=O)OCC(=O)Nc1cccc(S(=O)(=O)NC2=NCCCCC2)c1
-1.4	Cc1ccc(S(=O)(=O)N2CCCN(S(=O)(=O)C3CCS(=O)(=O)C3)CC2)cc1 (stereo not drawn)
2.5	COc1ccc(CC(=O)Nc2ccc(N(C)C)c3ccccc23)cc1
-0.6	COCC(C)NC(=O)c1cc(OC)cc(OC)c1 (stereo not drawn)
-0.5	C=C(C)CN1CCN(c2ccc(N3C(=O)CCCC3=O)cc2[N+](=O)[O-])CC1
-0.4	C=CCSc1nnnn1-c1ccc(OC)cc1
-4.2	CN1CCC(N[C@@H](Cc2ccccc2)C(=O)NCC(c2ccccc2)c2ccccc2)(C(=O)NC2CCCCC2)CC1
-0.9	Cc1cc2c(NS(=O)(=O)c3ccc(F)cc3)cccc2nn1
-2.4	CC(C)(C)NC(=O)CN(C(=O)C(=O)Nc1ccc2c(c1)OCCO2)C(C)(C)C
-0.7	NC(=O)NN=C1CCn2cccc21
-3.3	O=C(c1cccs1)N1CCCC(N2CCN(c3cccc(C(F)(F)F)c3)CC2)C1 (stereo not drawn)
3.2	O=C(NCCN1CCOCC1)Nc1ccc(Cl)cc1

# Six of the entries above in order of the TTR transcr act value, highest first:
structure | TTR transcr act
CCCN(CCC)c1nc(Cl)nc(NCCN2CCOCC2)n1 | 1.7
CC[C@]1(C(=O)OC)[C@H]2C(=O)N(C)C(=O)[C@H]2[C@H]2CN=C(SC)N21 | 1.2
CC1C(=O)NC(=O)C1c1ccccc1 (stereo not drawn) | 0.1
CN(c1ccccc1)S(=O)(=O)c1ccc(C(=O)OCC(=O)NCc2ccco2)cc1 | -0.3
COc1ccc(-n2cnc3cc(NS(=O)(=O)c4ccccc4)ccc32)cc1 | -0.5
NC(=O)NN=C1CCn2cccc21 | -0.7

# Remaining list, next part
TTR transcr act	smiles
-0.8	O=C1NC(=S)N/C1=C/C=C/c1ccccc1
0.9	Cc1c(NC(=O)c2ccc(NC(=O)C3CC3)cc2)cccc1C(=O)O
1.1	CCCC/C=C1/[C@H](c2ccccc2)N(C)C2=N[C@@H](c3ccccc3)CC(=O)N21
0.9	COc1ccc(C=NCCc2ccc(OC)c(OC)c2)cc1OC
2.9	Cc1ccc(SCCN2CCC(C(C)(C)C)CCC2=O)cc1 (stereo not drawn)
-0.6	COc1ccc(CCC(C)NC2CCCCCCC2)cc1 (stereo not drawn)
6.8	COC(=O)c1ccc(C)c(NC(=O)CCNC(=O)c2ccc([N+](=O)[O-])cc2)c1
0.6	O=C(COC(=O)Cn1[nH]c(=O)c2ccccc2c1=O)NNC(=O)c1ccccc1
1.6	CCOC(=O)Cc1csc(NC(=O)Cn2cnc3c2c(=O)n(C)c(=O)n3C)n1
5.0	O=C(CCc1nnc2ccc(NCc3ccco3)nn12)Nc1ccccc1F
-0.9	Cc1ccc(C)c2[nH]c(=O)c(CCNC(=O)c3ccc(S(=O)(=O)N(C)C)cc3)cc12
-0.9	C/C(=N\NC(=O)C1CC1c1ccccc1)c1ccc(C)s1 (stereo not drawn)
-2.5	CC(C)CC(COCc1cccc(C(F)(F)F)c1)N1CCN(C(=O)c2cccc(C(F)(F)F)c2)CCC1=O (stereo not drawn)
1.4	O=C(COC(=O)/C=C/c1ccc(Cl)cc1Cl)NCCC1=CCCCC1
0.1	CC1CCN(Cc2c(O)ccc3c(=O)c(-c4nc5ccccc5s4)c(N)oc23)CC1
-2.8	O=C(C1CCC(CNc2nc(=S)[nH]c3ccccc23)CC1)N1CCN(c2ccc(F)cc2)CC1 (stereo not drawn)
2.6	CCOc1ccc(N(C)C(=O)CCc2nnc3ccc(N4CCOCC4)nn23)cc1
0.5	O=C1c2cccc3cccc(c23)C(=O)N1CC1CCN(S(=O)(=O)c2ccccc2)CC1
-2.1	CCCc1c(-c2cccc(Br)c2)ncn1Cc1cccc(-c2ccccc2)c1
0.8	O=C(CSc1nc2c([nH]c3ccccc32)c(=O)n1-c1ccccc1)N1CCOCC1
-1.9	Cc1cccc(C)c1NC(=O)C(c1ccccc1)N1CCC(Cc2ccccc2)CC1 (stereo not drawn)
1.7	CCOCCCNCc1cc(Br)ccc1OCC
4.3	Cc1ccccc1NC(=O)/C(C#N)=C\c1ccsc1
3.4	C[C@@H]1CN([C@H](C)CO)C(=O)CCCn2nncc2CO[C@H]1CN(C)C(=O)c1cc(-c2ccccc2)on1
2.6	CCCCOC(=O)C1=C(N)N2C(=O)C(C)SC2=C(C(=O)OCC)C1c1ccc(O)c(OC)c1 (stereo not drawn)
-0.9	O=C(OCc1nnc(-c2ccc([N+](=O)[O-])cc2)o1)C1CCN(C(=O)c2ccc(F)cc2)CC1
1.5	CCC(C)NC(=S)Nc1ccccc1OC (stereo not drawn)
-0.8	Cc1ccccc1-c1cc(C(=O)NCc2cccs2)nn1CC1CC(c2cccc([N+](=O)[O-])c2)=NO1 (stereo not drawn)
-0.4	Cc1ccc2c(c1)c1nnc(SCC(=O)NC3CC3)nc1n2C
3.1	O=C(Cc1csc(Nc2nc(=S)[nH]c3ccccc23)n1)N1CCN(c2cccc(C(F)(F)F)c2)CC1

# Structural class, the compounds so far containing a COOH group
TTR transcr act	smiles
0.7	CC(C)CC(NC(=O)CNC(=O)C1O[C@@H]2OC(C)(C)O[C@@H]2[C@H]2OC(C)(C)O[C@@H]12)C(=O)O (stereo partly drawn)
0.9	Cc1c(NC(=O)c2ccc(NC(=O)C3CC3)cc2)cccc1C(=O)O

# The listing continues:
TTR transcr act	smiles
0.2	N#Cc1c(N2CCCCC2)nc(N)c2c(N)nc3c(c12)CC(c1ccccc1)O3 (stereo not drawn)
-1.0	CCOC(=O)N1CCC(NS(=O)(=O)c2cc3c(cc2C)NC(=O)CO3)CC1
-2.3	CCn1c(-c2cccc(Br)c2)n[nH]c1=S
-0.3	CCOCc1c(C(=O)NC2CCCCCC2)oc2ccccc12
-1.3	CC1(C)C2CCC1(C)C(OCC[N+](C)(C)CC(=O)OC1CCCCC1)C2 (stereo not drawn)
1.9	C=CCOc1ccc2oc(=O)cc(C)c2c1

# Source: PubChem BioAssay
